Source: PubChem (Sanford-Burnham Center for Chemical Genomics)
EBI2 block: blocks human EBI2 receptor beta-arrestin signaling; P32249; EBI2 beta-arrestin recruitment, luminescence, 7a,25-OHC stimulated; inhibition, % at 5 µM; 360,000 tested, 0.81% active; AID 651636; in the data active means inhibition above about 38%;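 further: enzyme fragment complementation signal reports receptor beta-arrestin coupling in cells; 0% = agonist plus DMSO wells and 100% = wells without agonist; some results beyond the cut were filed as inactive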
Target sequence (P32249 whole entry, looked up, the tested form may be a part): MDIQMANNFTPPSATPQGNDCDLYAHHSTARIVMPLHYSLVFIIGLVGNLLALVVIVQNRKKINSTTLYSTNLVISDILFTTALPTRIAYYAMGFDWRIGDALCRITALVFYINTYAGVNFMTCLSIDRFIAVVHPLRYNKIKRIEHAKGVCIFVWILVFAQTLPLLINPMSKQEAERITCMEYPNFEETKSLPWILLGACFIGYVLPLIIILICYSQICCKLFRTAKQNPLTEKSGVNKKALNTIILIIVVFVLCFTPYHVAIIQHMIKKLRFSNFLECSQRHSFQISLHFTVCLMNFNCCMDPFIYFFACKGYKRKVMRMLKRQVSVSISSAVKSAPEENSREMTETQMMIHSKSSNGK
Jurkat NFkB inh: lowers PMA/ionomycin-induced NF-kB signal in Jurkat cells. AID 435003. inhibition, % at 4 µM. PMA/ionomycin-induced NF-kB luciferase reporter, luminescence. 330,000 tested, 0.53% active
697 NFkB inh: lowers PMA/ionomycin-induced NF-kB signal in 697 B cells; 697 B-cell NF-kB luciferase reporter, 16 h; inhibition, % at 4 µM; 330,000 tested, 0.33% active; in the data active means inhibition above about 35%
SENP8 inh: blocks the human protease SENP8; purified SENP8, Z-RLRGG-aminoluciferin cleavage, luminescence; Q96LD8; 330,000 tested, 1.2% active; inhibition, % at 10 µM; AID 2540
Target sequence (Q96LD8 whole entry, looked up): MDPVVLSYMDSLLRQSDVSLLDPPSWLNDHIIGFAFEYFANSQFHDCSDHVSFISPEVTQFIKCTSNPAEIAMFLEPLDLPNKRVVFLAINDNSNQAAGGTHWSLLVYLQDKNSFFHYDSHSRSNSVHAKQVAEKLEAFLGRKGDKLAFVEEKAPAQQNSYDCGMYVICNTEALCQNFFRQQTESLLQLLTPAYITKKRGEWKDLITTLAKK
CCR6 antagonist: antagonists of human CCR6 receptor | P51684 | CHO-K1 CCR6 PathHunter beta-arrestin, luminescence, CCL20-stimulated | inhibition, % at 20 µM | 340,000 tested, 0.49% active | AID 493098;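 active means compounds whose inhibition of the agonist-driven luminescence signal at 20 µM reaches about 50%, limit read from the data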;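 further: cells stimulated with CCL20 at 14 nM final; plate controls were DMSO with CCL20 for no effect and DMSO without agonist for full effect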
Gli-Sufu antag: blocks Gli-Sufu signaling in a luciferase reporter; AID 588413; Sufu-KO-LIGHT fibroblasts, Gli luciferase reporter luminescence; 340,000 tested, 0.74% active; inhibition, % at 5 µM;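 active means inhibition above about 55%, limit read from the data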;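 further: 0% = DMSO-treated cells and 100% = wells with medium but no cells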
Apaf-1 inh: human Apaf-1 inhibition; reconstituted apoptosome caspase-3 activity, DEVD-Rh110 fluorescence; inhibition, % at 20 µM; O14727; 330,000 tested, 0.71% active; active means inhibition of at least 40% at 20 µM;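 further: plate controls were DMSO wells for no effect and DEVD-CHO caspase inhibitor wells for full effect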
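Material: reconstituted apoptosome with Apaf-1, cytochrome c, caspase-9, procaspase-3, dATP. Technique: Rh110 fluorescence intensity. Buffer or medium: pH 7.5 Hepes buffer with CHAPS, BSA, DTT. Times: 30 min plus 50 min, RT.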
UBC13 inh: inhibitors of human UBC13 polyubiquitin chain formation; inhibition, % at 20 µM; P61088; 330,000 tested, 0.47% active; TR-FRET; in the data active means inhibition above about 45%, passing the limit was not always enough
Target sequence (P61088 whole entry, looked up): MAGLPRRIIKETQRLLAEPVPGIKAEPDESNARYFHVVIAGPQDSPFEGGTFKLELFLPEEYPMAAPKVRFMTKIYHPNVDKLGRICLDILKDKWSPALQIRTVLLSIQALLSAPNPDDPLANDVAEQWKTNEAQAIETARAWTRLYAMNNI
The depositor's hits bear a star. Unless noted, no stated cut-off is given here; in the data, active means inhibition above about 50%; inactive means the rest. A portion of the library. The share of hits here may be higher or lower than overall.

Structure | EBI2 block | Jurkat NFkB inh | 697 NFkB inh | SENP8 inh | CCR6 antagonist | Gli-Sufu antag | Apaf-1 inh | UBC13 inh
CCOC(=O)C1=NN(C(=O)Nc2cccc(C(F)(F)F)c2)C2C(=O)N(c3cccc(C(F)(F)F)c3)C(=O)C12 (centres undefined) | -3 | -16 | 18 | 5 | -17 | 70* | 6 | -12
COc1ccc(Cc2noc(CN3CCNC(=O)CC3)n2)cc1OC | -11 | 11 | 7 | 10 | 4 | -7 | -16 | 1
C/C(=N\N=C1\NC(=O)CS1)c1cccs1 | -14 | -2 | -4 | -4 | 11 | -2 | -5 | -8
COc1ccccc1C(=O)NCc1ccccn1 | 1 | 1 | 11 | -2 | -5 | -6 | 1 | 14
COc1ccc(Nc2nc(Cl)nc(Nc3ccc(OC)cc3OC)n2)c(OC)c1 | 2 | -16 | 10 | 0 | -17 | 2 | 5 | 1
c1ccc(-c2noc(CC3CCCCC3)n2)cc1 | 8 | -29 | -34 | -2 | 14 | -42 | 8 | 4
Cc1ccnc(NC(=O)c2ccc([N+](=O)[O-])s2)c1 | -13 | -50 | -37 | 23 | -4 | -13 | 6 | -8
Cc1cc(O)c(C(C)C)cc1N=Nc1ccccc1C(=O)O | 3 | 0 | -1 | 6 | 46 | 3 | 0 | -250
Cc1ccc(C(C(=O)Nc2ccc3c(c2)OCO3)N(C)C(=O)/C=C\c2ccc3c(c2)OCO3)cc1 (centres undefined) | 3 | 10 | -33 | -11 | 11 | -12 | 24 | -7
CCOc1ccccc1NC(=O)CSc1nnnn1-c1ccc(C(=O)OC)cc1 | -1 | -7 | -8 | -3 | -2 | 4 | 7 | 5
Cc1cccc(OCC(=O)O/N=C(\N)Cc2cccs2)c1 | 14 | -20 | -9 | -13 | 7 | -14 | -4 | -4
CCOC(=O)N/N=C(/c1ccccc1)C1CCCCC1 | -13 | -3 | -4 | 2 | 12 | -6 | 12 | -1
CCOc1ccc(Br)cc1S(=O)(=O)NCCN(C)C | 4 | 9 | -3 | 1 | -11 | 6 | 3 | 1
COc1ccc(C(=O)NNC(=O)C23CC4CC(CC(C4)C2)C3)cc1OC | -3 | 3 | 30 | -3 | 10 | -3 | -11 | 12
COc1cccc(CNC(=O)CSCc2cnn(-c3ccccc3)c2-n2cccc2)c1OC | 11 | 10 | -7 | 6 | 8 | 5 | 13 | 8
N/C(=N\c1nc2ccccc2o1)NC(=O)c1cccc(Cl)c1 | 7 | -26 | -24 | -1 | 18 | -4 | -5 | -6
COc1ccccc1CN1CC(C(=O)NCCSc2nnnn2C)CCC1=O (centres undefined) | -7 | -6 | 22 | -9 | -4 | -4 | 2 | 3
O=C(CCCN=C1NS(=O)(=O)c2ccccc21)OCC(=O)c1ccccc1Cl | -8 | -5 | -7 | 2 | 5 | 0 | 5 | 1
Cc1ccccc1N1CCN(C(=O)c2ccccc2NC(=O)/C=C\C(=O)O)CC1 | -1 | -15 | -8 | -7 | -5 | -1 | -4 | -8
C=CC(COCc1ccccc1)N(C(=O)OC(C)(C)C)S(=O)(=O)c1ccccc1Br (centres undefined) | 19 | 3 | 4 | 6 | 22 | 16 | 12 | 12
CC12CCC(C(=O)NCc3ccc(Cl)cc3)(OC1=O)C2(C)C (centres undefined) | 2 | -4 | 4 | -9 | 3 | 12 | 12 | -7
CC1(C)Cc2nc(-c3ccccc3)nc(SCC(O)CO)c2CO1 (centres undefined) | 0 | -5 | -9 | -7 | 3 | 0 | 6 | 0
Cc1ccc(-n2c(-c3nn(C)c(C)c3Cl)n[nH]c2=S)cc1 | -1 | 1 | -7 | -3 | 15 | 1 | 4 | -4
Cc1nn(CCc2n[nH]c(=S)n2C)c(C)c1Br | 1 | 3 | 15 | -2 | -21 | 3 | -18 | -3

Some of the entries above in a different format.
Order of results – EBI2 block	Jurkat NFkB inh	697 NFkB inh	SENP8 inh	CCR6 antagonist	Gli-Sufu antag	Apaf-1 inh	UBC13 inh
- O=C(CCCN=C1NS(=O)(=O)c2ccccc21)OCC(=O)c1ccccc1Cl
→ -8	-5	-7	2	5	0	5	1
- Cc1ccccc1N1CCN(C(=O)c2ccccc2NC(=O)/C=C\C(=O)O)CC1
→ -1	-15	-8	-7	-5	-1	-4	-8
- Cc1nn(CCc2n[nH]c(=S)n2C)c(C)c1Br
→ 1	3	15	-2	-21	3	-18	-3

Later entries
Structure | EBI2 block | Jurkat NFkB inh | 697 NFkB inh | SENP8 inh | CCR6 antagonist | Gli-Sufu antag | Apaf-1 inh | UBC13 inh
CCOC(=O)CCCCC(=O)c1[nH]c(=O)[nH]c1CSc1nc2ccccc2[nH]1 | -16 | -5 | 12 | -38 | 12 | 7 | 8 | -3
COc1ccc(S(=O)(=O)N2CCCC2C(=O)Nc2ccc(O)cc2)cc1 (centres undefined) | -2 | -5 | 0 | -11 | 10 | 5 | -2 | 2
CC(C)(C)NC(=O)CN(Cc1cccnc1)C(=O)c1csnn1 | -7 | 9 | -2 | 1 | 5 | -1 | 1 | 4
CCn1ccnc1CN1CCC(n2nccc2NC(=O)CCc2ccccc2)CC1 | -9 | 5 | -14 | -1 | -5 | 9 | 0 | -1
COC(=O)CN1C(=O)C(O)(CC(=O)c2ccc(Cl)cc2)c2ccccc21 (centres undefined) | -2 | 9 | 13 | 4 | 4 | 0 | 3 | -3
CCC1CCCCN1C(=O)c1noc(C(C)C)c1[N+](=O)[O-] (centres undefined) | -1 | -1 | -23 | 3 | -2 | 7 | -15 | 2
Cc1cccc(NC(=O)COc2cccc3c2CCN(Cc2ccccc2)C3=O)c1C | 12 | -1 | -13 | -16 | 12 | -1 | 29 | 5
Cc1ccccc1Sc1ccc(N)cn1 | -10 | -50 | -37 | 13 | 4 | -1 | 7 | -18
CCCN(CCC)c1cc(Cl)nc(N)n1 | -9 | -2 | 12 | 8 | -11 | 6 | -4 | 11
COc1ccc(CNC(=O)CN(C)S(=O)(=O)c2ccc(Br)s2)cc1 | 14 | 24 | 11 | 6 | 9 | -10 | 3 | 7
CCOc1ccccc1NC(=O)c1ccc(OCC)c([N+](=O)[O-])c1 | -2 | 8 | -22 | -5 | 7 | 8 | 4 | -6
CCc1onc(C)c1C(=O)Nc1cc(C)ccc1OC | 0 | -8 | 2 | -3 | 13 | -6 | 1 | 7
COC(=O)CCCC1=CC2=C(c3ccccc3)C(=O)C(C)(OC(=O)C3CCCC3)C(=O)C2=CN1CCc1ccccn1 (centres undefined) | -21 | -8 | -14 | -7 | 4 | -7 | 21 | -31
N/C(=N\OC(=O)CC1CCCCC1)c1ccc(Br)cc1 | -1 | -9 | -33 | 5 | 2 | -20 | 4 | -10
O=C(COc1ccccc1[N+](=O)[O-])NCCC1=CCCCC1 | 5 | -4 | -6 | -3 | 23 | 0 | 5 | 5
CCOC(=O)c1oc2ccccc2c1CSc1nnnn1-c1ccc(OC)cc1 | 3 | 3 | 9 | -6 | 14 | 11 | 5 | -10

Pulled by compound from the list above, 2 records:
Structure | EBI2 block | Jurkat NFkB inh | 697 NFkB inh | SENP8 inh | CCR6 antagonist | Gli-Sufu antag | Apaf-1 inh | UBC13 inh
COc1ccc(C(=O)NNC(=O)C23CC4CC(CC(C4)C2)C3)cc1OC | -3 | 3 | 30 | -3 | 10 | -3 | -11 | 12
C=CC(COCc1ccccc1)N(C(=O)OC(C)(C)C)S(=O)(=O)c1ccccc1Br (centres undefined) | 19 | 3 | 4 | 6 | 22 | 16 | 12 | 12

Later entries
Compound	EBI2 block	Jurkat NFkB inh	697 NFkB inh	SENP8 inh	CCR6 antagonist	Gli-Sufu antag	Apaf-1 inh	UBC13 inh
Nn1c(SCC(=O)Nc2ccc(S(N)(=O)=O)cc2)nnc1-c1ccco1	-3	8	-6	-8	7	-4	-12	7
O=C(COc1ccc(OCc2ccccc2)cc1)NN=C1CCCC1	-5	-32	-9	-12	4	-7	12	-18
Clc1ccc(OCCCNCc2ccccc2)c2ccccc12	-7	5	-8	-16	12	13	27	32
NC(=O)C1CCCNC1 (centres undefined)	0	-7	5	-6	-3	3	-4	-16
COC(=O)c1ccc(OC(C)C(=O)c2ccc(C)cc2)cc1 (centres undefined)	-7	6	-16	-5	9	-6	12	5
O=Cc1coc2ccc3ccccc3c2c1=O	1	-20	-2	5	1	22	6	-3
O=C1CCc2cc(S(=O)(=O)N3CCC(C(=O)Nc4nccs4)CC3)ccc2N1	-3	-10	-4	9	11	2	-5	1
Cc1ccc(C)c(S(=O)(=O)N2CCCOC2CNC(=O)C(=O)NCCc2ccccc2)c1 (centres undefined)	-4	3	-23	-9	9	-18	25	-2
CSc1nc(=S)n(-c2cc(C)ccc2C)c(C)c1C(C)=O	-4	-6	11	-2	9	11	1	-1
CC(C)(C)C1=NN(C(=O)c2ccccc2)C(O)(C(C)(C)C)C1 (centres undefined)	-5	4	33	-2	16	13	1	1
NS(=O)(=O)c1ccc(CNC(=O)c2cc(S(=O)(=O)N3CCOCC3)c(Cl)cc2Cl)cc1	-9	11	3	-4	11	-39	7	-4
Cc1ccc(S(=O)(=O)CCC(=O)Nc2cccc(C)c2)cc1	-8	3	10	-9	8	-11	9	-6
CC1CCCCN1C(=O)CSc1nc2ccccc2n1CC(=O)N1CCc2ccccc21 (centres undefined)	9	-5	-1	0	13	-3	21	-1
COC(=O)c1cc(OC)c(OC)cc1NC(=O)CSc1ccc(C)cc1	3	9	13	1	4	4	13	13
Cc1ccccc1NS(=O)(=O)c1ccc(C(=O)N2CCN(c3ccccc3O)CC2)cc1	5	1	17	-5	-6	-4	14	2
COc1cc2ccccc2cc1C(=O)Nc1ccc(C)cc1	31	-89	-190	1	-15	-83	2	9
Cc1noc(C)c1S(=O)(=O)Nc1ccc(C(=O)N2CCc3ccccc3C2)cc1	1	7	11	0	-1	3	1	2
Cc1cc(C)c(OCCOCCN2CCNCC2)c(C)c1	-5	-23	-20	-5	2	4	17	-5
O=C(CCC(=O)N1CCN(C(=O)c2ccco2)CC1)c1ccc(F)cc1	-13	8	-5	-4	-2	-10	-2	3
CC(C)(C)c1ccc(S(=O)(=O)N2CCN(CC(O)CN3CCOCC3)CC2)cc1 (centres undefined)	-4	-6	1	3	7	0	-6	-1
Cc1cccc(NC(=O)c2sc(C)nc2C)c1	-6	-37	-3	-4	-5	-30	-1	6
COc1ccc(S(=O)(=O)Nc2ccc(S(=O)(=O)NCC3CCCO3)cc2)cc1 (centres undefined)	-13	9	19	5	7	11	2	8
CCOc1ccc(NC(=O)CNC(=O)c2ccc(OC)cc2)cc1	-8	7	11	8	11	-4	-18	5
Cc1cnc(C(=O)OCc2ccc(COC(=O)c3cnc(C)cn3)cc2)cn1	-2	-8	15	-3	9	-10	4	-7
O/N=C/c1cccn1-c1ccc(O)cc1	5	-5	14	-3	4	2	-16	8
CN(CCCNC(=O)C1CCCN(S(=O)(=O)c2cnc[nH]2)C1)c1ccccc1 (centres undefined)	-7	3	-20	-9	-8	-2	14	4
CCCNc1c(NS(=O)(=O)c2cccc(C#N)c2)c(=O)oc2ccccc12	-5	6	11	1	12	-7	6	4
Cn1c2ccccc2c2c(C(=O)N3CCN(c4ccccc4)CC3)cn(C3CCCC3)c(=O)c21	6	-21	-34	7	3	15	15	1

A stretch from further up, for reference:
Compound	EBI2 block	Jurkat NFkB inh	697 NFkB inh	SENP8 inh	CCR6 antagonist	Gli-Sufu antag	Apaf-1 inh	UBC13 inh
CCOc1ccc(NC(=O)CNC(=O)c2ccc(OC)cc2)cc1	-8	7	11	8	11	-4	-18	5
Cc1cnc(C(=O)OCc2ccc(COC(=O)c3cnc(C)cn3)cc2)cn1	-2	-8	15	-3	9	-10	4	-7
O/N=C/c1cccn1-c1ccc(O)cc1	5	-5	14	-3	4	2	-16	8
CN(CCCNC(=O)C1CCCN(S(=O)(=O)c2cnc[nH]2)C1)c1ccccc1 (centres undefined)	-7	3	-20	-9	-8	-2	14	4
CCCNc1c(NS(=O)(=O)c2cccc(C#N)c2)c(=O)oc2ccccc12	-5	6	11	1	12	-7	6	4
Cn1c2ccccc2c2c(C(=O)N3CCN(c4ccccc4)CC3)cn(C3CCCC3)c(=O)c21	6	-21	-34	7	3	15	15	1
